# Screens (PubChem)
# bCat nuc transl – modulators of beta-catenin nuclear translocation | HeLa beta-catenin nuclear translocation, immunofluorescence imaging | nuclear translocation activity, % at 5 µM | 0.3% of 190,000 active | AID 1665;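 active means nuclear translocation activity above 50% at 5 µM, with a well cell count of 50 or more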;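 further: per-cell ratio of nuclear to cytoplasmic median beta-catenin stain intensity; plate controls were DMSO negative control for no effect and GSK-3 inhibitor IX positive control for full effect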
#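 assay system = human HeLa cells, endogenous beta-catenin | times = compound treatment 24 h, 37°C, 5% CO2 | detection = Anti-beta-catenin immunofluorescence on PFA-fixed, Triton-permeabilized cells, DAPI nuclei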
# Dynein transport – dynein cargo transport inhibition. z-score, hits read low. 3617.4 mouse cells, GR-EGFP nuclear translocation imaging; test concentration mostly 20 µM; stimulated with dexamethasone, 1 µM; active compounds read low. 0.47% of 220,000 active;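 active means plate z-score of nuclear minus cytoplasmic receptor signal below a set negative limit, without overly bright fluorescence or cell loss, cut at about -3.5 in these data, passing the limit was not always enough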;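 further: z-score of nuclear minus cytoplasmic ring GR-EGFP intensity difference per well; some compounds called inactive have numbers as strong as hits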
#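 Medium: Induction medium lacking tetracycline, stripped serum | Probe or stimulus: 1.0 µM final dexamethasone stimulus | Schedule: 48 h induction, then 1 h compound, then 30 min agonist, 37 °C | Signal: Automated 10x imaging of fixed Hoechst-stained cells | Evaluation: Per-cell GR-EGFP intensity, nucleus versus surrounding cytoplasmic ring, well-averaged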
# PhoP inhibition – PhoP-dependent GFP reporter repression – Salmonella Typhimurium, primary screen (AID 1863) | S. Typhimurium PhoP-regulated promoter GFP reporter, 4 h; higher % means a stronger effect | one-dose inhibition, % at 50 µM; IC50 in µM for titrated hits | 0.16% of 300,000 active;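 active means inhibition over 29.93%, a cutoff 3 SD above the screen mean, later confirmed by dose response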;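 further: 0% = low Mg2+ inducing control and 100% = high Mg2+ repressing control; strong numbers were not always called active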
# Autophagy HCS – modulators of autophagy; MEF GFP-LC3 puncta imaging; test concentration mostly 10 µM; calls only at 10 µM (by protocol); 0.98% of 190,000 active; AID 463193;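 active means percentage of spot-positive cells more than 3 SD above its plate mean, without a fluorescence outlier flag or 80% toxicity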;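 further: spot-positive cell cutoff set from DMSO-treated cells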
# Insulin prom up – MIN6 insulin promoter up-regulation; 0.3% of 190,000 active; MIN6 insulin promoter-GFP reporter, high-content imaging; active compounds read high; z-score at 5 µM;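 active means z-score above 3 at 5 µM with at least 500 cells counted in the well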
# MT stabilize HCS – stabilizes microtubules in HeLa cells; HeLa tubulin immunostaining HCS, 24 h; share of cells brighter than vehicle mean+2SD; % tubulin-high responders, % at 10 µM; 0.83% of 200,000 active; AID 2205;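 active means plate Z-score above 3 for both tubulin-high and condensed-nucleus cell shares, with cell loss under 80%, at 10 µM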;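 further: anti alpha tubulin signal scored within the nucleus-defined area of each cell; some results filed as inactive read as strong as hits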
# Lipid droplet – hepatic lipid droplet formation modulation; AML12 mouse hepatocytes, oleate lipid droplets, BODIPY imaging; inhibition, % at 6.5 µM; 0.4% of 240,000 active; AID 1656;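 active means lipid droplet intensity inhibited by at least 50%, with more than 500 cells counted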
#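 Material – mouse AML12 hepatocyte cell line, fixed after treatment · Compound dosing – one dose, 6.5 µM compound · Times – compound with oleate, overnight · Measured by – Image-based BODIPY and DAPI two-channel analysis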
# T cell HTS – modulates CD8 T cell binding to vesicles; calls only at 7 µM; 2C CD8+ T cell-vesicle binding, flow cytometry; active compounds read low; 0.068% of 330,000 active;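 active means response, share of CD8 T cells binding vesicles, and their 90th percentile fluorescence all below set limits, cut at about 80% in these data, passing the limit was not always enough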
#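 Assay system – 2C mouse CD8+ T cells · Also added – QL9-loaded Drosophila micro-vesicles · Timing – Cell–vesicle co-incubation 1.5 h at 37 °C, staining 20 min on ice · Signal – flow cytometry of vesicle-bound cells · Measure – percent CD8+ FL2 mean versus row control · Controls – Peptide-free naked vesicles (low) and QL9 vesicles with 0.7% DMSO vehicle (high)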
# ER stress rescue – protection against thapsigargin-triggered cell killing – 384-well, CSM14.1, ATP luminescence, primary screen (AID 1222) | CSM14.1 thapsigargin-induced death rescue, ATP luminescence; higher % means a stronger effect | cellular ATP content (survival), % at 20 µM, or EC50 in µM where a hit was titrated | 190,000 tested, under 10 active;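 active means EC50 below 50 µM in the dose-response confirmation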;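 further: death triggered by thapsigargin at about 15 µM added after 2 h compound pretreatment; cell ATP read after overnight thapsigargin exposure of roughly 18 to 22 hours; normalized against plate controls of thapsigargin alone and 5% DMSO vehicle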
# Dynein transport cytoplasmic EGFP – also measured in Dynein transport; calls as there; z-score; measured here: cytoplasmic GR-EGFP intensity; active compounds read high
# Dynein transport nuclear GR-EGFP – further read-out of Dynein transport, marked with its call; z-score; measured here: nuclear GR-EGFP intensity;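 lower value marks the stronger effect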
# Dynein transport cell count – recorded beside Dynein transport, whose call it bears; z-score; measured here: cell count per field
# Insulin prom up cell count – second read-out of Insulin prom up, no call of its own (marks repeat the call); cell count; measured here: cytotoxicity, nuclei count;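 total cells summed across four imaged fields per well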
# Lipid droplet cells 6.5 µM – recorded beside Lipid droplet, whose call it bears; cell count; measured here: cell count, cytotoxicity flag;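 cells counted across two imaged fields per well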
# bCat nuc transl cell count 5 µM – further read-out of bCat nuc transl, marked with its call; cell count; measured here: cell count, cytotoxicity flag
# T cell HTS vesicle-bound % – second read-out of T cell HTS, no call of its own (marks repeat the call); double positive events, %; measured here: CD8+ vesicle-bound cell fraction;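 binding gate set so that unloaded-vesicle control wells show 10% double positive cells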
# MT stabilize HCS Hoechst-high % – also measured in MT stabilize HCS; calls as there; % Hoechst-high responders; measured here: nuclear condensation Hoechst responders;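 share of cells brighter than vehicle mean plus two SD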
# MT stabilize HCS cytotoxicity % – further read-out of MT stabilize HCS, marked with its call; toxicity, %; measured here: cytotoxicity by cell density;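 0% = mean cell density of plate MIN control wells and 100% = no cells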
# Autophagy HCS cell loss 18 h – second read-out of Autophagy HCS, no call of its own (marks repeat the call); toxicity, %; measured here: cell loss, nuclei count;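 cell loss after 18 h compound exposure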
# * marks the source's active call; other numbers are inactive results; i = inactive; . = not tested or not shown.
SMILES	bCat nuc transl	bCat nuc transl cell count 5 µM	Dynein transport	Dynein transport cytoplasmic EGFP	Dynein transport nuclear GR-EGFP	Dynein transport cell count	PhoP inhibition	Autophagy HCS	Autophagy HCS cell loss 18 h	Insulin prom up	Insulin prom up cell count	MT stabilize HCS	MT stabilize HCS Hoechst-high %	MT stabilize HCS cytotoxicity %	Lipid droplet	Lipid droplet cells 6.5 µM	T cell HTS	T cell HTS vesicle-bound %	ER stress rescue
Cc1cc2cc(CNC(=O)c3ccc(Br)o3)ccc2[nH]1	0.2	1169	0.0565	-0.631	0.431	-0.706	2.7%	.	.	-1.83	1031	.	.	.	8.5	703	i	19.0	.
CS(=O)(=O)N(CC(=O)N1CCCC1)c1ccc(OCc2ccccc2)cc1	.	.	0.163	0.141	0.255	0.541	1.4%	i	-5.6	1.69	1327	2.7	2.2	1.3	4.8	679	i	19.0	-3.7%
COc1ccc(CNCC(O)COc2ccc(C)cc2[N+](=O)[O-])cc1 (stereo unspecified)	-0.6	1223	1.01	-0.168	0.948	-1.03	1.2%	.	.	0.33	1118	.	.	.	4.7	709	i	28.4	.
Cc1cc(C)c(NC(=O)c2ccccc2N(C)S(C)(=O)=O)c(C)c1	-2.6	1118	-0.497	0.383	0.183	0.674	-4.2%	i	-4.7	-0.13	849	2.0	1.4	5.4	-6.0	776	i	36.1	0.1%
Cn1nc(C(F)(F)F)c2cc(C(=O)Nc3ccc(F)c(Cl)c3)sc21	-0.8	1384	0.612	-0.202	0.918	-1	-5.2%	.	.	.	.	.	.	.	-10.6	681	i	4.0	.
Cc1cc(SCC2=NNC(=O)C2)c(Cl)cc1Cl	-2.6	1035	1.03	-0.261	0.0866	0.0572	-2.2%	.	.	0.03	1361	.	.	.	8.7	718	i	28.3	.
CCOC(=O)c1sc(NC(C)=O)nc1C	-1.6	1247	2.48	-0.00854	1.49	-1.85	-8.4%	i	1.8	-0.02	918	1.9	1.4	4.4	7.0	805	i	10.6	-2.2%
CCOC(=O)c1c(C)[nH]c(C)c1C(=O)COC(=O)c1cccc(C)c1O	0.0	489	-0.63	-0.299	-0.712	0.932	3.7%	i	11.0	-0.6	1301	3.0	4.3	0.4	-4.0	687	i	7.5	3.5%
CCC(c1nc2ccccc2c(=O)n1-c1nc2ccccc2s1)N1C(=O)c2ccccc2C1=O (stereo unspecified)	-0.3	975	-0.611	-0.226	0.51	0.0369	-4.3%	i	8.2	.	.	7.5	2.3	2.3	-33.0	393	i	7.1	0.2%
O=C(O)c1cc2c([nH]c1=O)CCCC2	.	.	0.402	-0.241	0.22	0.978	-24.6%	i	-5.6	-0.13	1278	3.0	3.1	10.2	5.4	688	i	9.9	-1.3%
CC(C)CCNC(=O)CNC(=O)c1cccs1	.	.	-0.716	0.515	-0.079	-0.0492	1.3%	i	27.9	-0.52	892	2.1	1.5	5.0	.	.	i	17.7	-0.8%
COc1cc(C(=O)N/N=C(\C)Cn2nc([N+](=O)[O-])cc2C)ccc1O	1.9	502	1.22	0.0531	0.774	-1.81	-7.2%	i	1.0	-0.14	1321	1.4	2.5	5.9	-2.8	654	i	38.8	-2.0%
CC(=O)Oc1ccc(-c2ccc(C(=O)Nc3cccc(S(=O)(=O)N4CCOCC4)c3)cc2)cc1	0.2	1055	-0.179	-0.271	0.351	0.307	2.6%	i	7.5	-1.04	1075	9.6	2.8	11.3	-2.6	683	i	45.2	-0.5%
Cc1oc(-c2ccc(Cl)cc2)nc1CN1CCCC(C(=O)NCc2ccco2)C1 (stereo unspecified)	-2.1	994	-0.645	0.492	-0.0519	0.519	-2.4%	i	5.9	-0.28	964	5.6	5.1	4.0	.	.	i	37.0	-0.4%
CCCNS(=O)(=O)c1ccc(OCC(=O)OC)cc1	-2.2	1475	-0.209	-0.457	0.0378	1.38	8.5%	i	-3.8	-0.51	1562	4.4	1.5	1.8	.	.	i	19.9	-0.5%
COc1ccc(-c2cc(C(=O)Nc3ccc(Cl)cc3Cl)c3ccccc3n2)cc1OC	2.9	1071	-0.63	-0.32	-0.576	0.481	-5.2%	i	-7.8	-1.35	1399	4.9	3.7	2.4	-6.7	547	i	0.1	-3.6%
O=C(CCNS(=O)(=O)c1ccc(Br)s1)Nc1ccc(Cl)cc1	-1.0	1123	-0.144	-0.181	-0.231	0.599	-3.0%	i	-5.4	0.12	897	1.5	1.6	11.2	-5.3	775	i	15.1	-4.7%
Cc1c(NC(=O)CSc2ccccn2)c(=O)n(-c2ccccc2)n1C	.	.	0.917	-0.0273	0.273	-1.26	-0.3%	i	-1.6	1.95	1185	4.5	2.5	6.8	4.8	665	i	27.8	-3.6%
CCOC(=O)C1CCCN(C(=O)Cn2cccc2C(=O)c2ccccc2)C1 (stereo unspecified)	-0.6	1422	1.2	-0.154	0.806	-0.865	-2.3%	i	16.3	0.76	1232	3.7	2.2	12.4	.	.	i	53.6	-0.2%
COC(=O)/C(C#N)=C/c1c(Oc2cccc(C)c2C)nc2ccccn2c1=O	-0.2	1340	0.356	-0.151	0.612	0.0931	-3.5%	.	.	0.16	1066	.	.	.	-1.9	700	i	31.1	.
COc1ccc(N(C2CSC2)S(=O)(=O)c2ccccc2)cc1	-4.1	1158	-0.319	-0.0117	-0.168	0.369	-5.2%	i	-6.5	0.15	1301	2.8	3.6	7.7	-7.3	742	i	29.1	-5.1%
O=C(O)c1cn[nH]c1-n1cnnn1	-0.5	1146	-0.196	-0.202	-0.222	1.24	-14.8%	i	-2.0	.	.	3.2	1.8	5.6	5.5	681	i	45.6	-2.4%
O=C(OCn1nnc2ccccc2c1=O)c1ccc2ccccc2n1	-1.9	978	0.573	-0.359	-0.193	-0.518	8.8%	i	-28.6	-0.42	1234	3.5	2.4	7.4	.	.	.	.	-1.0%
COc1ccc(C(=O)N2CCN(S(=O)(=O)c3cc(Cl)ccc3OC)CC2)cc1	.	.	-0.492	-0.201	0.0246	0.634	-3.1%	i	7.8	-0.3	1310	2.2	1.3	4.0	-9.1	601	i	37.6	.
O=C(CCN1CCCCC1c1cccnc1)NCc1ccccc1 (stereo unspecified)	.	.	-0.206	-0.17	-0.0766	0.521	28.4%	i	-2.6	0.35	1239	2.6	1.1	1.8	5.5	739	i	34.7	.
CC(=O)CSc1ncnc2c1cnn2-c1ccccc1	2.1	1049	1.29	0.42	0.493	-0.702	6.8%	i	-1.1	-0.17	1604	4.0	1.0	1.4	2.3	695	i	35.7	-0.8%
O=C(O)CCn1[nH]c(=O)c2ccccc2c1=O	-2.3	1237	-0.455	-0.251	-0.0903	0.549	-6.6%	i	-2.9	-0.26	852	2.1	1.1	7.3	6.2	781	i	26.3	-3.7%
COCCCNC(=O)c1ccc(Cn2c(=O)c3ccccc3n(CC(=O)NCc3ccco3)c2=O)cc1	2.5	1058	0.919	-0.344	0.591	0.416	-3.2%	i	-4.0	-0.63	1040	5.3	2.7	1.4	2.7	702	i	48.9	0.4%
CCN(CC)c1ccc(CN(C(=O)c2ccco2)C2CCS(=O)(=O)C2)cc1 (stereo unspecified)	-4.0	947	1.14	-0.187	0.472	-0.663	-0.8%	i	-3.6	-0.18	1267	1.7	2.0	0.8	.	.	i	23.9	-0.4%
COc1cc2cc(CN(CCCN3CCOCC3)C(=O)Nc3ccccc3F)c(=O)[nH]c2cc1OC	0.4	1101	0.0488	-0.289	-0.136	0.0698	-2.7%	i	2.6	-0.34	1500	2.1	2.2	5.7	-0.9	765	i	26.1	0.4%
O=C(N/C(=C/C=C/c1ccccc1)C(=O)N1CCOCC1)c1ccccc1Br	3.1	1047	-0.539	-0.319	-0.174	0.804	-7.8%	i	16.0	0.51	1269	1.1	1.2	9.6	4.7	657	i	2.9	.
O=C(NC(=S)Nc1ccc(Oc2ccccc2)cc1)c1ccc(Cl)cc1	-0.9	1091	-0.347	-0.222	-0.193	0.932	1.6%	i	-4.5	.	.	2.0	2.4	3.8	5.1	726	i	18.9	2.3%
Cc1[nH]nc2c1C1(CCOCC1)C(C#N)=C(N)O2	-1.6	1031	-0.144	0.408	0.057	0.166	-9.3%	i	7.4	0.17	1198	2.5	2.3	1.4	.	.	i	32.3	-0.5%
COCc1c(Br)c(C)nc(OCC(=O)N/N=C/c2ccc(C)o2)c1C#N	-0.3	1102	0.455	-0.239	0.159	-0.229	4.5%	i	-29.5	-0.33	1289	2.5	0.9	6.6	-0.1	712	i	45.2	.
CCSc1ccccc1C(=O)NCc1cccnc1	-0.7	1062	-0.395	-0.237	0.000932	-0.41	4.2%	i	-12.2	-0.98	1400	1.6	2.7	10.9	0.2	728	i	9.9	0.0%
C#CCSc1nnc(-c2ccc(O)cc2)o1	-3.2	1016	1.62	0.648	1.67	-3.17	16.7%	i	21.7	-0.16	1273	2.3	1.4	7.4	5.9	723	i	48.9	.
